Compound activity deposited in PubChem by University of Kansas High Throughput Screening Laboratory.
Pf apPOL inh: Pf-apPOL DNA polymerase inhibition; Recombinant Pf-apPOL, molecular beacon fluorescence, 1.5 h; inhibition, % at 10 µM; 210,000 tested, 0.25% active
mHTT-CaM PPI inh: inhibitors of human mutant huntingtin-calmodulin interaction. P42858. AlphaScreen His-mHTT/GST-CaM binding, luminescence. inhibition, % at 15 µM. 190,000 tested, 3.6% active;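 also: 0% = both proteins with DMSO and 100% = one protein alone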
Target sequence (P42858 whole entry, looked up, stated change not applied): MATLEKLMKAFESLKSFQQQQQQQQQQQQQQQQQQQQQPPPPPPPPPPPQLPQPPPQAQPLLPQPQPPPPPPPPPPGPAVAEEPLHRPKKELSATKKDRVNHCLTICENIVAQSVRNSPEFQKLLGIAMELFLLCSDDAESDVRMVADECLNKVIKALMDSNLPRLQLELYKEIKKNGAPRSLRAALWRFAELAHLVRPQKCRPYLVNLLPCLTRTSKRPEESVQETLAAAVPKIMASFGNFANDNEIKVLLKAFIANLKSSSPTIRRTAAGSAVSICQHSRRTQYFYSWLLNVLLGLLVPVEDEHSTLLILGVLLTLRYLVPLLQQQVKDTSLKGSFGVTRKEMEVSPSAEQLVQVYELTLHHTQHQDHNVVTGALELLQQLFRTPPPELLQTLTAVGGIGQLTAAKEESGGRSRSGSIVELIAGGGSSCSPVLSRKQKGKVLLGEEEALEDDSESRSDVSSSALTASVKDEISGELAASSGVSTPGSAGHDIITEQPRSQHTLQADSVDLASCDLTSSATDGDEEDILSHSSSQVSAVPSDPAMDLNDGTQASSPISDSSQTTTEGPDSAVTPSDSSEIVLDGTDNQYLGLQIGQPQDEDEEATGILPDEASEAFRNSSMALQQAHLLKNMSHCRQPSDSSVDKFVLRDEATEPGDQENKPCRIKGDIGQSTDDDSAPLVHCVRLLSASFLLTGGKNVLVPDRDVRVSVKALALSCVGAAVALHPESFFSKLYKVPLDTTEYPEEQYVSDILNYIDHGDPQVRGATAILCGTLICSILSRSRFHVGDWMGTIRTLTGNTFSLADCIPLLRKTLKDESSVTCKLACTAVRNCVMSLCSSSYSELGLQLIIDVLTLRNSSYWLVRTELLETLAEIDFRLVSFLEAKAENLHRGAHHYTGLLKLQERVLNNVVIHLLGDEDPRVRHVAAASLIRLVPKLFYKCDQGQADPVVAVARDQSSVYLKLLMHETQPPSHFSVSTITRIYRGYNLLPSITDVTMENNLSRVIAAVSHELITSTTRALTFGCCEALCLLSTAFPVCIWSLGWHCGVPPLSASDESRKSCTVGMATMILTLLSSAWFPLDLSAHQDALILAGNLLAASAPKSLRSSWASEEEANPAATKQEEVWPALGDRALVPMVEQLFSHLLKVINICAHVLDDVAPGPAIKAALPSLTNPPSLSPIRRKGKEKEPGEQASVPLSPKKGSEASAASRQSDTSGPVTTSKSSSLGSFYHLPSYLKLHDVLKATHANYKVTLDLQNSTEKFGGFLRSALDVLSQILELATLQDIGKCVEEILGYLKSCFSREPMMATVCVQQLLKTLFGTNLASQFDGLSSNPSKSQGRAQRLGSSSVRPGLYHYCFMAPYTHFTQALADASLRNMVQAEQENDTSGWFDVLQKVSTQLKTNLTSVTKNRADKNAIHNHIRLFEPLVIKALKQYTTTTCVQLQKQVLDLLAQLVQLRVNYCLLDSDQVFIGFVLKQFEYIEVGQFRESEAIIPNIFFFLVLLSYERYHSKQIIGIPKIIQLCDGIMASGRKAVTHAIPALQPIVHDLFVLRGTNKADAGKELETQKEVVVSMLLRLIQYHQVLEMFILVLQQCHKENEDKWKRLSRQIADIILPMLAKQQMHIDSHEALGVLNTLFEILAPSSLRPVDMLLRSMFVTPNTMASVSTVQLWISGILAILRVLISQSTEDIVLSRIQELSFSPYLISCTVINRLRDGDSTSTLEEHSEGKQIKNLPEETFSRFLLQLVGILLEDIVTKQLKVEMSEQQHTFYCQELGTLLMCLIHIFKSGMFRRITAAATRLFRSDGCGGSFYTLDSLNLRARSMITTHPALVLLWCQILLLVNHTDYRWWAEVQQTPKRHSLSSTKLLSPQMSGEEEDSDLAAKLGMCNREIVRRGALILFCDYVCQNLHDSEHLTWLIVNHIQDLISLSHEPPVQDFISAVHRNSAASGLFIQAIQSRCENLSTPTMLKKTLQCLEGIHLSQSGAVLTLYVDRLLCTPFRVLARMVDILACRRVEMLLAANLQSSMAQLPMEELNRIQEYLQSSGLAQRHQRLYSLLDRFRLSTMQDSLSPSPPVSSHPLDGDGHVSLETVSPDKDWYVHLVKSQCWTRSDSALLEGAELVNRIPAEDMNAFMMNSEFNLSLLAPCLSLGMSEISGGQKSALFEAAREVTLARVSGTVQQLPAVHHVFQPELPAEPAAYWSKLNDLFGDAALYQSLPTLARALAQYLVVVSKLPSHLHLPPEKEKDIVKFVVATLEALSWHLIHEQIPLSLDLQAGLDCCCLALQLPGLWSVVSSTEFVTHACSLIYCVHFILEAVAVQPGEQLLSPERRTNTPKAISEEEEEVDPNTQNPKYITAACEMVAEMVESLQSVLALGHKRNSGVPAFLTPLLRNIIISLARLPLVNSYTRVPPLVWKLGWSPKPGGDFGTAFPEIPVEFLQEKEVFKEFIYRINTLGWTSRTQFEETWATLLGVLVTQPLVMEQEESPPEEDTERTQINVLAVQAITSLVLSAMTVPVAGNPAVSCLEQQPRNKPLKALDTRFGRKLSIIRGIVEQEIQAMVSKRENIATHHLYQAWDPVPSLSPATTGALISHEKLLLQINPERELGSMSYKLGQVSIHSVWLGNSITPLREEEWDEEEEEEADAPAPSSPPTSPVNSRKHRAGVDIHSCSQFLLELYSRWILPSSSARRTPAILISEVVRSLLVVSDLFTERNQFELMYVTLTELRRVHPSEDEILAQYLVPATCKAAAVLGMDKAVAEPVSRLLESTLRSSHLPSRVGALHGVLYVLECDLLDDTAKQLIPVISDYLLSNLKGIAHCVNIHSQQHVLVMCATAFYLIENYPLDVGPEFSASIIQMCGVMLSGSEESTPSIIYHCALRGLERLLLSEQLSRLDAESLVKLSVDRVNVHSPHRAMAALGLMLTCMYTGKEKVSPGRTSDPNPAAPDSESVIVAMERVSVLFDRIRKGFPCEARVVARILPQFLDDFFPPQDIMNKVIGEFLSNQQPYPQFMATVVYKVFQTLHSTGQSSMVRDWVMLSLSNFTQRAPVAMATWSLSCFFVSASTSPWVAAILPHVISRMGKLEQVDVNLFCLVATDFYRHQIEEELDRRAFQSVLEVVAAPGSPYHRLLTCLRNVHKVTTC
Starred values were filed as active, the others as inactive; i = inactive; · = no result given; & = joins results of further samples. Rule as the data show it: active = inhibition above about 50%; inactive = the rest.

SMILES	Pf apPOL inh	mHTT-CaM PPI inh
O=C(O)c1cc(C=Nc2ccc3c(c2)OCCOCCOCCOCCO3)ccc1O	4	0
COc1ccc(C2CCCN2C(=O)c2cc(-c3ccco3)on2)cc1 (stereo not drawn)	-1	3
Cc1onc(-c2c(F)cccc2Cl)c1C(=O)N1CCN(c2ncc(Br)cn2)CC1	-17	·
CCn1c(SCC(=O)c2ccc(Br)cc2)nnc1-c1ccc(N)cc1	-5	15
COc1cccc(CNC(=O)c2ccc3c(c2)NC(=O)C(N2CCOCC2)S3)c1 (stereo not drawn)	-13	0
O=C(CSc1ccccn1)Nc1ccc(OC(F)(F)F)cc1	-8	-32
O=C(NCC1CCN(S(=O)(=O)C2CC2)CC1)c1cnc2ccccc2n1	-4	-8
CCCCN1C(=O)C(C)(C(=O)Nc2cccc(C)c2)Oc2cccnc21 (stereo not drawn)	-8	-16
COc1ccc(/C=C2/SC(c3ccc(C)cc3)=NC2=O)cc1OC	2	-1
N#CCn1c(-c2ccccc2F)nc2ccccc2c1=O	2	5
CN1CCN(c2ccc(S(=O)(=O)Nc3cc(C(=O)O)cc(C(=O)O)c3)cc2[N+](=O)[O-])CC1	-28	-5
N#CC(=CNN1CCOCC1)S(=O)(=O)c1cc(C(F)(F)F)cc(C(F)(F)F)c1	-5	·
CS(=O)(=O)N1CCN(c2ncccn2)CC1	-1	1
O=C(CCC1CCCC1)N1CCC(c2ccncc2)CC1	-1	-1
CCSc1sccc1C1C(C#N)=C(N)N(c2cccnc2)C2=C1C(=O)CC(C)(C)C2 (stereo not drawn)	0	23
Nc1nc(CSc2ccccn2)nc(Nc2ccccc2)n1	·	-1
Cc1ccccc1C1C2=C(CC(C)(C)CC2=O)NC2=C1C(=O)CC(C)(C)C2	-8	2
CC(=O)N1c2c(cc(Br)cc2S(=O)(=O)NCCc2ccc(Cl)cc2)CC1C (stereo not drawn)	0	17
Cc1ccc(Sc2ccc([N+](=O)[O-])cc2)cc1	0	·
Cc1ccccc1C(=O)NCC(=O)N1CCCc2ccccc21	1	-8
Cc1c(C)c(C)c(S(=O)(=O)NCCc2ccccn2)c(C)c1C	-5	·
COc1ccccc1Cc1noc(C2CN(C(=O)c3cc(C4CC4)on3)C2)n1	-7	3
O=C1OC(c2ccc(Br)cc2)=N/C1=C\c1ccc(F)cc1	-3	-1
Cc1ccc(C(=O)N2CCC(c3nc(C(=O)N4CCOCC4)c(C)o3)CC2)cc1	0	-2
O=C(O)CCn1c(=O)oc2ccccc21	-6&3	-2

Reprinted from the part before: 7 entries, followed by the next part.
SMILES	Pf apPOL inh	mHTT-CaM PPI inh
Cc1ccc(Sc2ccc([N+](=O)[O-])cc2)cc1	0	·
Cc1ccccc1C(=O)NCC(=O)N1CCCc2ccccc21	1	-8
Cc1c(C)c(C)c(S(=O)(=O)NCCc2ccccn2)c(C)c1C	-5	·
COc1ccccc1Cc1noc(C2CN(C(=O)c3cc(C4CC4)on3)C2)n1	-7	3
O=C1OC(c2ccc(Br)cc2)=N/C1=C\c1ccc(F)cc1	-3	-1
Cc1ccc(C(=O)N2CCC(c3nc(C(=O)N4CCOCC4)c(C)o3)CC2)cc1	0	-2
O=C(O)CCn1c(=O)oc2ccccc21	-6&3	-2
COc1ccc(C(=O)Nc2c3c(nn2-c2cc(C)cc(C)c2)CSC3)cc1OC	-6	44
NC(=O)c1sc2cc([N+](=O)[O-])ccc2c1Cl	-14	0
CCCc1cc2c(=O)c(-c3ccc4c(c3)OCCCO4)c(C)oc2cc1OS(C)(=O)=O	-10	6
Cc1ccc(CCSc2ccc(F)cc2)cn1	-7	-17
Cc1cccc(C(=O)Nc2ccc(N3CCN(C(=O)c4ccc(F)cc4)CC3)nc2)c1	-6	5
COc1cc(C2C3CCCC=C3C(C#N)=C(N)C2(C#N)C#N)cc(OC)c1OC (stereo not drawn)	-11	28
CN(C)c1ccc(C(CNC(=O)C(=O)Nc2ccccc2Cl)N2CCCC2)cc1 (stereo not drawn)	-9	5
COc1cc(C=C2SC(=S)N(C(CC(=O)O)C(=O)O)C2=O)cc(OC)c1OC (stereo not drawn)	-14	-1
CN1c2cc(C(=O)N3CCc4ccccc4C3)ccc2C(=O)N2CCCCC21 (stereo not drawn)	-4	93*
Cc1nn(C)c(C)c1S(=O)(=O)NCc1ccc(-c2cccs2)cc1	-5	·
COc1ccccc1C1=NOC(C(=O)NCc2ccc(F)cc2)C1 (stereo not drawn)	-5	-13
COc1ccc(Nc2nc(NCCCn3ccnc3)nc3[nH]ncc23)cc1	-14	39
COc1ccc(S(=O)(=O)Nc2ccc([N+](=O)[O-])cc2)cc1	1	6
O=C1CC(NC(=O)C2c3ccccc3Oc3ccccc32)CN1 (stereo not drawn)	-7	-8
Cc1cc(-c2ccccc2)nc2cc(C(=O)N3CCOCC3)nn12	-2&-2	5&-9
COc1ccc(Cl)cc1C(=O)NCC1CN(c2ccc3c(c2)OCO3)C(=O)O1 (stereo not drawn)	-3	-13
COc1ccccc1N1Cc2ccc(OC)c(OC)c2C1=O	-7&-1	-3&-3
CCC(=O)N1CCc2cc(Br)cc(S(=O)(=O)N3CCN(CC)CC3)c21	-12	-3
COC(CNC(=O)C(=O)Nc1cccc(C(F)(F)F)c1)OC	-3	·
COCC(C)NC(=O)Cc1ccc(Cl)cc1 (stereo not drawn)	-4	6
CCOC(=O)[C@@H]1CSCCS(=O)(=O)N1C(=O)[C@@H](NC(=O)OC(C)(C)C)[C@@H](C)CC	1	-1
CCC(C)(C(=O)NC1CCCC1)N(Cc1cccs1)C(=O)C1CCC(=O)N1 (stereo not drawn)	-2	-1
Cc1cc(=O)[nH]c(-n2nc(C3CC3)cc2NC(=O)C2(c3ccc(Cl)cc3)CCCC2)n1	-71	57*
Cc1ccc(Cc2cnc(NC(=O)COc3ccccc3C)s2)cc1	-2	-7
CC(=O)c1ccccc1C(=O)c1ccc(C(F)(F)F)cc1	-13	·

A draw from above in order of molar mass, rising.
SMILES	Pf apPOL inh	mHTT-CaM PPI inh
COc1ccccc1N1Cc2ccc(OC)c(OC)c2C1=O	-7&-1	-3&-3
COc1ccc(Nc2nc(NCCCn3ccnc3)nc3[nH]ncc23)cc1	-14	39
COc1cc(C2C3CCCC=C3C(C#N)=C(N)C2(C#N)C#N)cc(OC)c1OC (stereo not drawn)	-11	28

(further entries)
SMILES	Pf apPOL inh	mHTT-CaM PPI inh
C#CCOc1c(Br)cc(/C=C2\C(=O)ON=C2C)cc1OCC	12	24
CC(C)C1CC(CCNCc2ccco2)(c2ccccc2)CCO1 (stereo not drawn)	6	5
CCN(CC)CCCNC(=O)c1oc2ccc(S(=O)(=O)N3CCOCC3)cc2c1C	3	4
N#Cc1ccc(NC(=O)c2cnn3c(C(F)(F)F)cc(-c4ccco4)nc23)cc1	-3	2
Cc1nc2ccc(Cl)cc2c(-c2ccccc2)c1C(=O)O	-4	-4
NNC(=O)C(=O)Nc1ccc(Cl)cc1Cl	3	·
CC(C)(C)n1nc2c(c1NC(=O)C1CCCCC1)CS(=O)C2 (stereo not drawn)	-3	2
Cc1cc(C)cc(N2C=C(C#N)S(=O)(=O)c3ccc(C)cc32)c1	-2	-4
O=C1/C(=C/c2ccc(Br)s2)CCC1C1CCCC1 (stereo not drawn)	1	-12
CC(C)NC(=O)N1CCN(C(C(=O)N2CCCC2)C2CCCC2)CC1 (stereo not drawn)	-4	5
O=[N+]([O-])c1ccc(NN=Cc2cc(Cl)cc(Cl)c2)nc1	9	·
COc1ccccc1OCC(O)CN1C(C)(C)CC(O)CC1(C)C (stereo not drawn)	-8	-8
CC1=C(C(=O)NCCc2ccc(Cl)cc2)C2(CCCCC2)OC1=O	-1	0
CC(CCNC(=O)C1CCN(c2nc3cccnc3s2)CC1)N1CCCC1 (stereo not drawn)	-10	-2
CCCCN(CCCC)Cc1cc(=O)oc2ccccc12	1	-27
O=C1CC(c2ccco2)Cc2c1cnn2-c1nc2ccccc2s1 (stereo not drawn)	1	-9
Cc1ccc(C(=O)N2CCCN(c3nc4c(s3)c(C)nn4-c3cccc(C)c3)CC2)cc1	-4	17
CC(C)NC(=O)N1CCOc2ccccc21	-5	1
COc1ccc(-n2nc3c(c2NC(=O)c2cccc([N+](=O)[O-])c2C)CSC3)cc1	6	32
CC(C)[C@H]1COCCS(=O)(=O)N1Cc1ccc(Br)cc1	1	6
COc1cccc(-c2nc(C3CCN(S(=O)(=O)c4ccc(C)c(Cl)c4)CC3)no2)c1	0	-9
Cn1cnc([N+](=O)[O-])c1N1CCN(C(c2ccccc2)c2ccccc2)CC1	2	·
Cc1cc(NC(=O)c2ccccc2)no1	-8	·
CN(C)c1ccc(/C=C2\N=C(c3ccc(C(C)(C)C)cc3)OC2=O)cc1	-1	1
O=C(Cc1csc(Nc2ccc(OC(F)(F)F)cc2)n1)NCc1ccco1	-17	-10

Remaining list, next part.
SMILES	Pf apPOL inh	mHTT-CaM PPI inh
COc1ccc(C(=O)N2CCC(Cc3nc4cccnc4n3C)C2)c(C)c1 (stereo not drawn)	-4	1
O=C1OC(c2ccc(Cl)cc2Cl)=N/C1=C\c1ccccc1F	-7	-7
O=C1N=c2ccc(Cl)cc2=C1c1sc(Nc2ccc(Cl)cc2)nc1O	-3	-1
O=C1CCCC(=O)N1CCS(=O)(=O)N1CC(c2nc(C3CC3)no2)C1	-7	-14
CCC1CCCCN1C(=O)CSc1nc2c(c(=O)n1C)SC(C)C2 (stereo not drawn)	-6	2
COC(=O)c1ccccc1C(=O)c1ccc(Cl)cc1	2	·
O=S(=O)(O)c1nc2ccccc2[nH]1	-6	-3
O=C(O)C1CCCCC1C(=O)NCc1ccccn1 (stereo not drawn)	3	-3
CCc1ccc(C2(C)SC(NC(C)=O)=NN2C(C)=O)cc1 (stereo not drawn)	-3	4
Cc1cc(C)nc(NS(=O)(=O)c2ccc(NC(=O)NC(=O)N(C)S(C)(=O)=O)cc2)n1	1	2
O=C(Cc1cccs1)Nc1cnc(-c2ccccc2)nc1	34	51*
COc1ccc(NC(=O)c2cc3cccc(OC)c3oc2=Nc2ccc(C(=O)O)cc2)cc1	-3	4
CCOc1ccccc1OCCn1nc2ccccc2n1	2	-16
O=C(Nc1cccc(Br)c1)c1ccccc1F	8	-24
CCOc1cc(C=C2C(=O)c3ccccc3C2=O)cc(I)c1O	-9	58*
Fc1cc(F)cc(Cn2cccc2-c2nc(-c3ccncc3)no2)c1	-10	-6
O=C(O)c1c(Cl)ccc(S(=O)(=O)N2CCOCC2)c1Cl	-8	2
COc1ccc(/C=C2/CN(C)C/C(=C\c3ccc(OC)c(OC)c3OC)C2=O)c(OC)c1OC	5	8
CCOC(=O)C(C)Oc1ccc2cc(-c3ccc(OC)c(OC)c3)c(=O)oc2c1 (stereo not drawn)	-4	-2
CC1=CC(=O)C(C(C)C)=C/C1=N\OC(=O)c1ccccc1F	-2	i
Cc1nnc2n1CCN(C(=O)c1cc(F)ccc1F)C2	2	3
Cc1cccc(C(=O)N2CCCN(C(=O)c3cccc(C)c3)CC2)c1	0	-2
CCn1nccc1C(=O)NC1CCN(c2ncnc3c2CCC3)C1 (stereo not drawn)	-5	-1
O=C(NCc1ccccc1Cl)c1cnc2n(c1=O)CCS2	-3	1
O=C1N=C(N2CCOCC2)S/C1=C\C=C\c1ccccc1	-4	26

Six successive entries from above:
SMILES	Pf apPOL inh	mHTT-CaM PPI inh
CC1=CC(=O)C(C(C)C)=C/C1=N\OC(=O)c1ccccc1F	-2	i
Cc1nnc2n1CCN(C(=O)c1cc(F)ccc1F)C2	2	3
Cc1cccc(C(=O)N2CCCN(C(=O)c3cccc(C)c3)CC2)c1	0	-2
CCn1nccc1C(=O)NC1CCN(c2ncnc3c2CCC3)C1 (stereo not drawn)	-5	-1
O=C(NCc1ccccc1Cl)c1cnc2n(c1=O)CCS2	-3	1
O=C1N=C(N2CCOCC2)S/C1=C\C=C\c1ccccc1	-4	26

(listing goes on)
SMILES	Pf apPOL inh	mHTT-CaM PPI inh
CCn1ccc(C(=O)N2CCCCC2c2nc(-c3ccncc3)no2)n1 (stereo not drawn)	-7	1
COc1ccc(OC)c(-c2ccc(C(=O)O)o2)c1	-7	-27
NC(=O)C1(N2CCCCC2)CCN(C(=O)CCCn2c(=O)[nH]c3ccccc3c2=O)CC1	-3&-6	-12&0
COc1ccc(N2CCN(C(=O)COCC(=O)O)CC2)cc1	7	-4
COc1ccc(-c2noc(C3CCCN3C(=O)CNC(=O)c3ccccc3)n2)cc1 (stereo not drawn)	-5	-7
O=C(Nc1ccc(Cl)cn1)c1sc2ccccc2c1Cl	-5	6
Cc1cc2[nH]c(C(=O)Nc3ccc(F)cc3F)c(CN3CCCC3)c2s1	6	11
CNC(=O)N1CCCC(c2cccc(C(=O)NCc3cccc(C(F)(F)F)c3)c2)C1 (stereo not drawn)	-6	34
Cc1ccccc1NC(=O)c1cnc2n(c1=O)CCS2	-1	0
CCNC(=O)Nc1cc(C)ccc1N1CCCN(Cc2c(F)cccc2F)C1=O	0	-5
O=C(O)CC1OC(=O)c2ccccc21 (stereo not drawn)	-7	3
COc1ccc(Cn2ccnc2SCC(=O)Nc2ccc(Br)cc2)cc1	-8	32
O=c1c2c(nc(SCc3ccc([N+](=O)[O-])cc3)n1-c1ccc(Cl)cc1)CCS2	0	7
CC(C)N=C(NS(=O)(=O)c1ccccc1)c1ccccc1	0	-6
Cc1ccc2oc(=S)[nH]c2c1	-6	·

Complete entries from above.
CCn1ccc(C(=O)N2CCCCC2c2nc(-c3ccncc3)no2)n1 (stereo not drawn) as listed: Pf apPOL inh: -7; mHTT-CaM PPI inh: 1
NC(=O)C1(N2CCCCC2)CCN(C(=O)CCCn2c(=O)[nH]c3ccccc3c2=O)CC1 as listed: Pf apPOL inh: -3&-6; mHTT-CaM PPI inh: -12&0
